Rhodamine fluor: compound autofluorescence in rhodamine spectral region; Rhodamine-region fluorescence, 547/598 nm, Tris buffer; stronger effect = higher value; hit rate 0.05% among 59,000; AID 594; max dye-equivalent concentration, M; in the data active = max dye-equivalent concentration above about 11 nM; inconclusive = between about 1.1 nM and that limit
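Compound fluorescence in 100 mM Tris, pH 8.0, read after 15 min at room temperature with 547 nm excitation and 598 nm emission. Output is dye-equivalent concentration from an on-plate rhodamine standard series.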
FLuc inh: inhibitors of firefly luciferase; P08659; purified firefly luciferase, luminescence, 8 min; Potency, µM (series often up to 57.1 µM), without a hit: at the highest dose activity change, negative = inhibition, usual class: inhibitors; hit rate 2.2% among 72,000; also: potency is read from the fitted curve at half-maximal effect; % is scaled to controls: 0 for no effect and ±100 for the full control effect; nearly all actives have a fitted effect of over 40% in size
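Luminescence read-out after 8 min at room temperature; enzyme reaction used luciferin plus 10 uM ATP (linear range) in imidazole buffer pH 7.2 with KCl, MgCl2, Tween 20 and BSA. Each sample was run as a titration.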
HEK293 cAMP ctrl: counter-screen for TSHR agonists: cAMP increase in parental HEK293; Potency, µM (doses to about 57.1 µM), without a hit: at the top dose activation, most hits filed as activators; hit rate 2.5% among 73,000; parental HEK293 CNG cAMP sensor, membrane potential fluorescence; also: potency is read from the fitted curve at half-maximal effect; % of control where 0% means no effect; nearly all actives have a fitted effect of over 55% in size
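Parental HEK 293 cells stably expressing a modified CNG channel (no TSHR) report cAMP rise as membrane depolarization. Membrane potential dye with 100 uM RO 20-1724 was loaded for 60 min at room temperature, then compound added for 30 min; fluorescence read at 590 nm.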
Fluorescein fluor: compound fluoresces in the fluorescein spectral region; Compound autofluorescence, 480/540 nm, fluorescein-equivalent; stronger effect = higher value; hit rate 0.91% among 59,000; max fluorescein-equivalent concentration, M; in the data active = max fluorescein-equivalent concentration above about 10 nM; inconclusive = between about 1.1 nM and that limit
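Compounds (23 nL) in 100 mM Tris pH 8.0, 15 min at room temperature, then fluorescence read at 480 nm excitation/540 nm emission. Signal converted to fluorescein-equivalent concentration from an on-plate fluorescein standard curve.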
Tau fil binding: tau filament binding | recombinant tau filaments, thioflavin S fluorescence, 15 h; filaments grown with octadecylsulfate alongside compound | Potency, µM (titrated, usually from 57.1 µM), inactives show top-dose activity change, negative = inhibition | hit rate 2% among 71,000 | AID 596;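 also: potency is read from the fitted curve at half-maximal effect; % is scaled to controls: 0 for no effect and ±100 for the full control effect; actives lower thioflavin S fluorescence by blocking filaments or displacing dye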
Target sequence (P10636 whole entry, looked up): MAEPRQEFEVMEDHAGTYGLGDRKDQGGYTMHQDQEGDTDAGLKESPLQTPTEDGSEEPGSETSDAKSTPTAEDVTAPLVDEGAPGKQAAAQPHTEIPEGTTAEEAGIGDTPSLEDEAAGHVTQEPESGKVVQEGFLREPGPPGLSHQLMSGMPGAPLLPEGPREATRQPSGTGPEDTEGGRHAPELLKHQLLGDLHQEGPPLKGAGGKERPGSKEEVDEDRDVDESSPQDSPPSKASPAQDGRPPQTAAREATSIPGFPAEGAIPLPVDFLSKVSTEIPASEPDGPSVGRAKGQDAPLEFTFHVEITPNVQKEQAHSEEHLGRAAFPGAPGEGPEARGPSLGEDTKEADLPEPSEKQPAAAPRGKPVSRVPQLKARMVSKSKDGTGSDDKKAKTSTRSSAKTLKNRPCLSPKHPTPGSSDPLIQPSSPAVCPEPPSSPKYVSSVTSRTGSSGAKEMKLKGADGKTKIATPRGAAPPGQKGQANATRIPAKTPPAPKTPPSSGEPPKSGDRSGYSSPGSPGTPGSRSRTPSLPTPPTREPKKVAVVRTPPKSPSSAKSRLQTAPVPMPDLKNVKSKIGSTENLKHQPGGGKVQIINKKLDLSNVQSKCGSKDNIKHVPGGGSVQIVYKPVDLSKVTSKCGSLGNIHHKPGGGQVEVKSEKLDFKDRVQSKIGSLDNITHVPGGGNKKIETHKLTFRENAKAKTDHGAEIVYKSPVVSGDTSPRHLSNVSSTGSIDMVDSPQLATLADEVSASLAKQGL
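Recombinant tau protein (human, 1 uM final) plus 30 uM ODS in HEPES pH 7.4 with NaCl, DTT and thioflavine S. Compound present from the start; fluorescence at 510 nm after 15 h, 37 C.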
Caspase-7 inhib: blocks human caspase-7 allosterically or competitively. P55210. recombinant caspase-7, Ac-DEVD-AFC fluorescence rate. hit rate 0.02% among 75,000. AID 889. Potency, µM (highest dose often 57.5 µM), inactives show top-dose activity change, negative = inhibition, actives largely listed as inhibitors; active = well fitted inhibition curve with a large enough effect in the main read-out, with a control signal flat, not every such curve was filed as active; inconclusive = small, poorly fitted or top-dose-only effect, or a change in a side signal; also: potency is read from the fitted curve at half-maximal effect; % of control where 0% means no effect
Target sequence (P55210 24-198 limits assumed): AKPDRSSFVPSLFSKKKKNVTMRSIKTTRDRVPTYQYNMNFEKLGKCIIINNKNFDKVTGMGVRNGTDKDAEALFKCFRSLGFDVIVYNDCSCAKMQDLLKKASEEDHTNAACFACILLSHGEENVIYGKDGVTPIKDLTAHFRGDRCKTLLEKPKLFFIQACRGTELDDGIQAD
Target sequence (P55210 207-303 limits assumed): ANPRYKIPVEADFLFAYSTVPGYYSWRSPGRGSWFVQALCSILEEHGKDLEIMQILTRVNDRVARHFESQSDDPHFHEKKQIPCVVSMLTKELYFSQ
ERK AVP block: blocks ERK signaling stimulated by vasopressin; Potency, µM (doses to about 57.5 µM), for the others: top-dose activity, negative = inhibition, most hits filed as inhibitors; hit rate 0.99% among 72,000; AID 995; HEK293-V1b, vasopressin-stimulated pERK AlphaScreen; also: potency is read from the fitted curve at half-maximal effect; % is scaled to controls: 0 for no effect and ±100 for the full control effect; nearly all actives have a fitted effect of over 55% in size
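HEK293 cells stably expressing V1b receptor, preincubated 30 min at 37 °C with compound, then stimulated 5 min with 25 nM vasopressin. Phospho-ERK by AlphaScreen SureFire after 5 h RT; normalized to DMSO and vasopressin; AC50 by Hill fit.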
4-MU autofl: 4-MU region autofluorescence. compound autofluorescence, 340/450 nm, 4-MU equivalents; stronger effect = higher value. max dye-equivalent concentration, M. hit rate 11% among 59,000; in the data active = max dye-equivalent concentration above about 10 nM; inconclusive = mostly about 1.1 nM to 9.6 nM
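Compounds in 100 mM Tris, pH 8.0, incubated 15 min at room temperature, then fluorescence read at 340 nm excitation/450 nm emission. Signal converted to 4-MU dye-equivalent concentration using an on-plate six-point 4-MU standard curve.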
A350 fluor: compound fluoresces in the Alexa 350 spectral region; Compound autofluorescence, 340/450 nm, Alexa 350 dye-equivalents; stronger effect = higher value; max dye-equivalent concentration, M; hit rate 11% among 59,000; AID 590; in the data active = max dye-equivalent concentration above about 10 nM; inconclusive = mostly about 1.1 nM to 9.6 nM
Casp1 inh: allosteric or competitive inhibitors of human caspase-1. P29466. Caspase-1 enzyme, Ac-WEHD-AFC fluorogenic rate. Potency, µM (top dose mostly 57.5 µM), for inactives: top-dose activity change, negative = inhibition, usual class: inhibitors. hit rate 0.03% among 75,000. AID 900;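 also: potency is read from the fitted curve at half-maximal effect; plate controls were vehicle for no effect and no substrate for full effect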
TexasRed autofl: compound fluoresces in the Texas Red spectral region; hit rate 0.06% among 59,000; max dye-equivalent concentration, M; Compound fluorescence, Texas Red channel, 547/618 nm; stronger effect = higher value; in the data active = max dye-equivalent concentration above about 10 nM; inconclusive = between about 1.1 nM and that limit
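Fluorescence at ex 547/em 618 nm, normalized against an on-plate Texas Red standard series to give dye-equivalent concentration per compound concentration. Buffer 100 mM Tris, pH 8.0; 15 min RT incubation before CCD imaging.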
The depositor's hits bear a star; i = inactive; ? = inconclusive; · = not tested or not shown; [ ] = another dose, or the depositor's remark. Unless noted, calls follow the shape of the dose curve; as a rule, active = well fitted curve in the direction sought with a large enough effect; inconclusive = small, poorly fitted or top-dose-only effect, or another doubt; inactive = no such curve, though single readings can be large; an effect the other way counts as inactive or inconclusive. Not all compounds are listed (hit frequency here may not be typical).

Structure	4-MU autofl	FLuc inh	Casp1 inh	HEK293 cAMP ctrl	TexasRed autofl	Caspase-7 inhib	Rhodamine fluor	A350 fluor	ERK AVP block	Tau fil binding	Fluorescein fluor
CCCC(=O)NC(C)c1nc2ccccc2n1C(C)C (stereo not given)	·	-1%	-5%	1%	·	-1%	·	·	·	-15%	·
CCOC(=O)C1=C(C)NC(=O)C(C(N)=O)C12CCCCC2 (stereo not given)	i	1%	1%	-4%	i	-2%	i	i	-3%	2%	i
CCOC(=O)C1CCCN(c2cc(=O)n(-c3ccccc3Cl)c(=O)[nH]2)C1 (stereo not given)	·	1%	0%	4%	·	0%	·	·	·	-2%	·
CCOc1ccc(NC(=O)C(C)SC(N)=O)cc1 (stereo not given)	·	0%	1%	-17%	·	2%	·	·	26%	10%	·
Nc1nc2c(c(=O)[nH]1)CN(c1ccc(S(N)(=O)=O)cc1)CN2	i	3%[11.4 µM]	1%[11.5 µM]	-2%[11.4 µM]	?	0%[11.5 µM]	i	i	6%[11.5 µM]	0%[11.4 µM]	i
CCSc1n[nH]c(=O)[nH]c1=O	·	1%	-1%	7%	·	-1%	·	·	-1%	19%	·
Cc1ccc2nc(-c3ccc4c(c3)OCCO4)cc(C(=O)O)c2c1	1.3e-08M*	13µM*	0%	-3%	i	0%	i	1.8e-08M*	0%	7%	?
CCOC(=O)c1sc2nc(SCC#N)n(CCCN3CCCC3=O)c(=O)c2c1C	i	3%	-3%	-5%	i	-1%	i	i	-16%	12%	i
C=CCOc1cccc(C2/C(=C(/O)c3ccc(F)cc3)C(=O)C(=O)N2CCN2CCOCC2)c1 (stereo not given)	?	2%	-3%	8%	?	-2%	i	?	2%	-7%	i
COC(=O)c1ccc(NC(=O)CCN2CCCCC2)cc1	i	0%	3%	-10%	i	0%	i	i	2%	8%	i
CC(C)(C)C(=O)[C@@H]1[C@@H]2C(=O)N(c3ccc4c(c3)OCCO4)C(=O)[C@@H]2C2c3ccccc3C=CN21 (stereo not given in full)	i	1%	?	2%	i	-13%	i	i	-25%	?	?
COC(=O)C(C)n1cnc2c(nnn2Cc2ccc(Cl)cc2)c1=O (stereo not given)	i	1%	0%	5%	i	0%	i	i	19%	4%	i
Cc1ccc(S(=O)(=O)C2(C(=O)Nc3cccc(F)c3)CC2)cc1	·	4%	-3%	0%	·	1%	·	·	-7%	6%	·
COc1ccc(N2CCN(C(=O)CSc3nnc4n3C(C)(C)Cc3ccccc3-4)CC2)cc1	?	1%	-1%	13%	i	3%	i	1.4e-08M*	12%	-4%	i
O=C(Nc1nccs1)c1ccc(COc2ccccc2Br)o1	i	-3%	-1%	-4%	i	0%	i	i	?	19%	i

Carrying on:
Structure	4-MU autofl	FLuc inh	Casp1 inh	HEK293 cAMP ctrl	TexasRed autofl	Caspase-7 inhib	Rhodamine fluor	A350 fluor	ERK AVP block	Tau fil binding	Fluorescein fluor
CCSCCOC(=O)C1=C(C)NC2=C(C(=O)CCC2)C1c1coc2ccccc2c1=O (stereo not given)	·	4%	-14%	1%	·	-8%	·	·	?	4%	·
COCCNc1nc(-c2c(C)noc2C)nc2ccccc12	i	1%[2.29 µM]	-1%	-9%	i	-3%	i	i	-14%	-2%	i
CC(=O)OCC(=O)[C@@]12OC3(CCCC3)O[C@@H]1C[C@H]1[C@@H]3CCC4=CC(=O)C=C[C@]4(C)[C@@]3(F)[C@@H](O)C[C@@]12C	i	-4%[25.5 µM]	·	·	i	·	i	i	·	·	i
C=CCOc1nc2c(c(=O)n(Cc3ccc(Cl)cc3)c(=O)n2C)n1C	i	-1%[25.5 µM]	·	·	i	·	i	i	·	·	i
CCOc1ccc(C(=O)N2CCC(C(=O)c3ccc4c(c3)OCCO4)CC2)cc1	i	1%	-2%	?	i	-2%	i	i	-19%	-6%	i
CCCCCCNS(=O)(=O)c1ccc(OC)c(OC)c1	i	3%	0%	19%	i	0%	i	i	34%[activator]	2%	i
CC(C)(CCc1nc2ccccc2[nH]1)C(=O)O	i	0%[11.4 µM]	1%[11.5 µM]	13%[11.4 µM]	i	1%[11.5 µM]	i	i	-1%[11.5 µM]	3%[11.4 µM]	i
CN1CCN(CC#CCC(O)(c2ccccc2)C2CCCC2)CC1 (stereo not given)	i	2%	0%	?	i	0%	i	i	12%	58%	?
CN1CCc2cc(Cl)c(O)cc2[C@@H](c2ccccc2)C1	·	0%	-4%	25µM*	·	-6%	·	·	10%	?	·
Cc1nnc(N2CCCCC2)c2ccccc12	i	1%[25.5 µM]	·	·	i	·	i	i	·	·	i
CCOCCCNC(=O)C1CCN(S(=O)(=O)c2c(C)noc2/C=C\c2ccc(OC)cc2)CC1	1.2e-07M*	-2%	-1%	5%	i	-1%	i	1.3e-07M*	?	18%	?
COc1cccc(OCC(O)CN2C(C)CCCC2C)c1 (stereo not given)	i	1%	1%	3%	i	0%	i	i	1%	-1%	i
O=C(CSc1nc2ccsc2c(=O)n1NC(=O)c1ccccc1)NCc1ccco1	i	-1%	-1%	18%	i	-13%	i	i	?	-2%	i
COC(=O)c1ccccc1COn1c(=O)c(C)[n+]([O-])c2ccccc21	2.4e-08M*	3%	0%	16%	i	-1%	i	2.3e-08M*	-9%	-13%	i
COc1cc(OC)nc(NC(=O)C(C)C)n1	·	1%	-1%	-1%	·	-2%	·	·	-12%	-6%	·

Next part.
Structure	4-MU autofl	FLuc inh	Casp1 inh	HEK293 cAMP ctrl	TexasRed autofl	Caspase-7 inhib	Rhodamine fluor	A350 fluor	ERK AVP block	Tau fil binding	Fluorescein fluor
CCN(CC)CCN1C(=O)C(O)=C(C(=O)c2cccs2)C1c1ccccn1 (stereo not given)	?	0%[25.5 µM]	·	·	i	·	i	?	·	·	i
CCc1nc(SCC(N)=O)c2c(=O)n(C)c(=O)n(C)c2n1	·	1%	-1%	0%	·	1%	·	·	·	-23%	·
O=c1cc(CO)oc(CN2CCN(c3ccccc3)CC2)c1O	i	-3%	1%	-1%	i	-1%	i	i	-6%	-1%	?
Cc1ccc(S(=O)(=O)NCCC(=O)OCn2nnc3ccccc3c2=O)cc1	i	-2%	1%	0%	?	-2%	i	i	-9%	-1%	i
CCn1c2ccccc2c2cc(NC(=O)C3CCN(S(=O)(=O)c4cccs4)CC3)ccc21	?	1%	2%	-26%	?	-1%	i	?	17%	56%	i
Cc1c(Nc2nc3ccccc3nc2N2CCN(c3ccccc3)CC2)c(=O)n(-c2ccccc2)n1C	·	1%	?	5%[11.4 µM]	·	-22%	·	·	-20%	35%[11.4 µM]	·
O=C(NCc1ccc2c(c1)OCO2)c1ccc2c(c1)C(=O)N(CC1CCCO1)C2=O (stereo not given)	i	0%	-1%	11%	?	-1%	i	i	-29%	-5%	i
COc1ccccc1-c1noc(-c2ccco2)n1	i	20µM*	-1%	4%	i	2%	i	?	-24%	-5%	i
CCC(C)(C)n1nnnc1C(c1ccc(N(C)C)cc1)N1CCN(C2CCCCC2)CC1 (stereo not given)	i	2%	0%	12%	i	0%	i	i	7%	-13%	?
COC(=O)[C@H](NC(=O)c1cc(-c2ccccc2)nc2ccccc12)c1ccccc1	·	1%	-3%	13µM*	·	-2%	·	·	-7%	-3%	·
Cc1ccc(S(=O)(=O)N2CCC(C(=O)N[C@@H](C)C(=O)NC3CCCCC3)CC2)cc1	i	-1%	3%	27%	?	-1%	i	i	-5%	-10%	i
COc1ccccc1CN1CC[C@@]2(CCCN(C(=O)c3cnccn3)C2)C1	i	-9%[11.4 µM]	-4%	10%	i	0%	i	i	3%	6%	i
Cc1ccc(C2C(C#N)=C(N)Oc3n[nH]c(-c4cccs4)c32)s1 (stereo not given)	i	-1%	-1%	3%	?	-4%	i	i	-19%	-13%	?
Cc1ccc(Nc2nc(=O)c3cccnc3s2)cc1	i	-4%	1%	?	i	1%	i	i	-13%	-9%	i
O=C(c1cccc(F)c1)N1CCC2(CC1)CN(C(c1ccccc1)c1ccccc1)C2	i	-5%[11.4 µM]	-4%	15%	i	-3%	i	i	-27%	-16%	i

Remaining list, next part.
Structure	4-MU autofl	FLuc inh	Casp1 inh	HEK293 cAMP ctrl	TexasRed autofl	Caspase-7 inhib	Rhodamine fluor	A350 fluor	ERK AVP block	Tau fil binding	Fluorescein fluor
CC1CCN(C(=O)COc2ccccc2F)CC1	·	0%	-2%	5%	·	-2%	·	·	-10%	7%	·
COc1ccc(C)cc1Cn1c(S(C)(=O)=O)nc2ccccc21	i	1%	0%	?	i	0%	i	i	-2%	7%	i
COc1ccc(C2C3=C(CCCC3=O)Nc3nc4ccccc4n32)c(OC)c1OC (stereo not given)	5.8e-07M*	4%	-8%	19%	i	-2%	i	5.3e-07M*	34%	-4%	i
Cc1c(NC(=O)CN2c3cccc4cccc(c34)S2(=O)=O)c(=O)n(-c2ccccc2)n1C	7.4e-08M*	-1%	-2%	?	i	-2%	i	7.4e-08M*	-17%	-5%	i
C=C(CC1([C@@H](NP(=O)(c2ccccc2)c2ccccc2)[C@H]2C[C@@H]2CCCC)CC1)c1cccc(OC)c1	·	·	-2%	?	·	-1%	·	·	?	1%	·

Assay outcomes: PubChem, National Center for Advancing Translational Sciences (NCATS)
